TEAD-YAP block: TEAD-YAP interaction inhibition, primary screen, TEAD-YAP interaction inhibitor project, luminescence, HEK-TIYL cells. 1.4% of 640,000 active. AID 1259422, 2018. inhibition, % at 9.12 µM. TEAD-Gal4/YAP UAS-luciferase luminescence; in the data active = inhibition above about 32%;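 also: 0% = median of test compound wells and 100% = reference inhibitor wells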
MITF primary: MITF inhibitors, primary screen, biochemical, AlphaScreen, human. 0.91% of 650,000 active. AlphaScreen MITF homodimerization, bead proximity signal. Microphthalmia-associated transcription factor (Homo sapiens), O75030. inhibition, % at 2.6 µM; in the data active = inhibition above about 50%;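 also: 0% = vehicle wells with protein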
Target sequence (O75030 whole entry, looked up): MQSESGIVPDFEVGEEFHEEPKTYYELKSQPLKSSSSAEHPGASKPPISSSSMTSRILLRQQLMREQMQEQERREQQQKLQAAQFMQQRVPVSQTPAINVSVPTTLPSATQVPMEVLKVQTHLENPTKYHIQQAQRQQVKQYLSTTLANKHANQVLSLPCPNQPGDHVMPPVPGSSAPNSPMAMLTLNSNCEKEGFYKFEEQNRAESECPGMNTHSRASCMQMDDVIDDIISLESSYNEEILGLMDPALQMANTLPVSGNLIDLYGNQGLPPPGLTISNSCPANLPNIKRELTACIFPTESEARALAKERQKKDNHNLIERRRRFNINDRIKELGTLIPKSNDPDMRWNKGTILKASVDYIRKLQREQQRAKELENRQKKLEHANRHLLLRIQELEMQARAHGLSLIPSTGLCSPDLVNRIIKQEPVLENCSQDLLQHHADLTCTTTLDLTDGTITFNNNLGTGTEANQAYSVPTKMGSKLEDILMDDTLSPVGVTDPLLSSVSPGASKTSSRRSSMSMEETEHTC
GPR151 ag: activators of human GPR151, primary screen, cell-based, PathHunter beta-arrestin, luminescence. G-protein coupled receptor 151 (Homo sapiens), Q8TDV0. PathHunter beta-arrestin GPR151 cells. activation, % at 11.2 µM. 1% of 650,000 active. AID 1508602, 2020; in the data active = activation above about 4.9%;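 also: 0% = median of compound wells and 100% = cells with positive control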
Target sequence (Q8TDV0 whole entry, looked up): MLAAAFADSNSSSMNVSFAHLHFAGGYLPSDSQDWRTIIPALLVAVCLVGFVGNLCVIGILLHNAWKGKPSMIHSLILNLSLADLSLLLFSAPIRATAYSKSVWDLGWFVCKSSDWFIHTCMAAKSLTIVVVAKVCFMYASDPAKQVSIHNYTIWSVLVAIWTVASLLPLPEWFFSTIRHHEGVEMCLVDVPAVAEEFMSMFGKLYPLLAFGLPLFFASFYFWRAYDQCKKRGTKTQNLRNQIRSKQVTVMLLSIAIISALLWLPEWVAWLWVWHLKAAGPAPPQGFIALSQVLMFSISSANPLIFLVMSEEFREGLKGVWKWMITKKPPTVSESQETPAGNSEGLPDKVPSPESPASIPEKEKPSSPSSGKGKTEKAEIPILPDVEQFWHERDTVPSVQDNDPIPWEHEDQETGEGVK
FBW7 activator: FBW7 E3 ligase activators, primary screen, biochemical, AlphaScreen, human; F-box/WD repeat-containing protein 7 (Homo sapiens), Q969H0; AlphaScreen FBW7–phospho-cyclin E peptide binding, activator screen; normalized activity (activation), % at 26.1 µM; 0.13% of 650,000 active; AID 1259310, 2017; in the data active = normalized activity above about 1.9%;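 also: purified mutant Fbw7 with reduced substrate affinity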
Active calls of the source: *; nt = no result given; & = joins results of further samples. The order is random. About 3.4% of those tested had a hit in this group.

SMILES	TEAD-YAP block	MITF primary	GPR151 ag	FBW7 activator
CCOC(=O)C1=C(C)Nc2ncnn2C1c1ccc(Cl)cc1 (configuration not stated)	-13	6	-0.4	0.0
O=C(O)/C=C\C(=O)Nc1ccc(I)cc1	-7	7	-0.3	-0.2
O=C(CSc1nnc2ccc3ccccc3n12)N1CCCCCC1	-9	8	-0.4	0.1
O=C1CCC(C(=O)OCc2c(Cl)cccc2Cl)=NN1	-13	-1	0.9	0.0
CC(=O)N1CCc2c(sc(NC(=O)C(C)(C)C)c2C(N)=O)C1	0	2	6.4*	0.2
Cc1cc2c(o1)c1cnn(C(C)C(=O)N3CCN(C(C)C)CC3)c(=O)c1n2C (configuration not stated)	2	-4	-1.2	-0.1
O=C(CC1C(=O)NCCN1CC(c1ccccc1)c1ccccc1)NC1CCC(O)CC1 (configuration not stated)	2	12	5.3*	0.0
CC(=O)C(=Cc1ccc(-c2ccc([N+](=O)[O-])cc2)o1)C(C)=O	-3	5	0.1	-0.3
COc1ccc(CN2CCc3c(nc(N4CCCC4)[nH]c3=O)C2)c(O)c1	6	0	1.8	0.3
NC(=O)C1CC(=O)N(c2ccc(OCc3ccc(Cl)cc3Cl)cc2)C1 (configuration not stated)	-13	13	-0.5	0.8
Cc1ccc(CNc2nc(CN3CC4CCC3C4)nc3ccccc23)o1 (configuration not stated)	-2	4	-0.3	-0.1
Cc1ccc(C(=O)N2c3ccccc3N=C(c3ccccc3)CC2c2ccccc2)cc1 (configuration not stated)	-28	3	0.6	0.1

Some of the entries so far, with bars between the fields.
Structure | TEAD-YAP block | MITF primary | GPR151 ag | FBW7 activator
O=C(CC1C(=O)NCCN1CC(c1ccccc1)c1ccccc1)NC1CCC(O)CC1 (configuration not stated) | 2 | 12 | 5.3* | 0.0
CC(=O)C(=Cc1ccc(-c2ccc([N+](=O)[O-])cc2)o1)C(C)=O | -3 | 5 | 0.1 | -0.3

Remaining list, next part:
SMILES	TEAD-YAP block	MITF primary	GPR151 ag	FBW7 activator
O=C(O)c1cc(N=Cc2nc(-c3ccc(Cl)cc3)oc2O)ccc1O	-1	11	0.5	-0.3
Nc1cccc(-c2ccc(C(=O)NC3CC3)s2)c1	-46	7	2.1	0.5
COC(=O)C1=C(C)Nc2nc(SC)[nH]c(=O)c2C1c1cccc(Br)c1 (configuration not stated)	8	-15	-1.2	0.3
CC(C)(C)c1ccc(OCC(=O)Nc2ncccn2)cc1	-66	-12	0.2	0.1
CCc1nn(C(C)C(=O)NCc2cccc(Br)c2)c(=O)c2cc3occc3n12 (configuration not stated)	-7	-3	1.2	-0.2
CC(C)Oc1ccccc1NC(=O)c1cc(F)c(F)cc1Cl	10	-1	-0.3	0.2
NC(=O)CSc1nn2cnnc2s1	7	8	-0.4	-0.1
N#C/C(=C\c1c(O)ccc2ccccc12)c1nnc2n1CCCCC2	-20	14	-0.1	0.6
CC(=O)N1CCc2c(sc(NC(=O)C3CCCCC3)c2C#N)C1	11	-9	-0.8	0.2
CCNC(=O)C1CC(=O)N(c2ccc(CC)cc2)C1 (configuration not stated)	3	-3	-2.0	0.4
CC(C)(C)c1ccccc1NC(=O)CSc1nc(N)cc(N)n1	7	24	0.2	0.1
Cc1cccc(N2CCN(C(=O)Nc3ccccc3)CC2C)c1 (configuration not stated)	-1	5	-0.3	0.1

Limited to MITF primary, for some of the entries so far:
mol,MITF primary
O=C(O)/C=C\C(=O)Nc1ccc(I)cc1,7
CC(=O)N1CCc2c(sc(NC(=O)C(C)(C)C)c2C(N)=O)C1,2
NC(=O)C1CC(=O)N(c2ccc(OCc3ccc(Cl)cc3Cl)cc2)C1 (configuration not stated),13
CCc1nn(C(C)C(=O)NCc2cccc(Br)c2)c(=O)c2cc3occc3n12 (configuration not stated),-3
CC(C)Oc1ccccc1NC(=O)c1cc(F)c(F)cc1Cl,-1
COC(=O)C1=C(C)Nc2nc(SC)[nH]c(=O)c2C1c1cccc(Br)c1 (configuration not stated),-15
O=C(CC1C(=O)NCCN1CC(c1ccccc1)c1ccccc1)NC1CCC(O)CC1 (configuration not stated),12

More structures follow:
SMILES	TEAD-YAP block	MITF primary	GPR151 ag	FBW7 activator
O=C(CN1CCN(c2ccc(F)cc2)CC1)Nc1ccc(Cl)c(C(F)(F)F)c1	9	-2	0.7	0.0
CCCCCc1ccc(-c2ccc(C(=O)Oc3ccc(C(=O)OC)cc3)cc2)nc1	2	18	-0.5	0.0
CCOC(=O)c1c(NC(=O)c2ccc(S(=O)(=O)N3CCCCCC3)cc2)sc(C)c1C	-7	-13	1.1	0.0
c1ccc(CN2CCC(Nc3cc(NCCN4CCOCC4)ncn3)CC2)cc1	2&0	-3&-7	-1.3&-1.1	-0.2&-0.1
CC(CC1CC(C)(C)OC1=O)C(=O)NC(=S)Nc1nncs1 (configuration not stated)	3	11	-0.5	-0.1
COc1ccc(NC(=S)N2CCN(C)CC2)cc1	-9	-1	-0.1	0.0
Cc1ccc(-n2ncc(C#N)c2/N=C/N2CCN(C)CC2)cc1	-5	56*	2.0	0.0
CC(C)(C)OC(=O)n1cc(C(=O)c2ccccc2O)cn1	-2	-4	0.5	-0.1
Cc1cc(C)cc(NC(=O)C2CC23CCN(C(=O)C2CCOC2)CC3)c1 (configuration not stated)	-15	-11	-0.3	-0.1
COc1cc(/C=C(/C#N)C(=O)NCCc2c[nH]c3ccccc23)c([N+](=O)[O-])cc1OC	2	5	2.4	0.0
COCCNC(=O)c1ccc(-c2ccc(Cl)cc2)nc1NCC1CC1	10	12	0.8	1.1
CCOC(=O)c1c(NC(=O)c2ccc(Cl)cc2)sc2c1CCCC2O (configuration not stated)	-11	12	-1.7	0.3
CCC1C(=O)NCCN1Cc1ccc2c(c1)CN(C/C(C)=C/c1ccco1)CCO2 (configuration not stated)	10	-8	0.5	-0.2
CCCC(=O)N(Cc1nc2ccccc2c(=O)[nH]1)Cc1ccccc1OC	-2	-5	0.4	0.5
CCOC(=O)c1ccc(CN(Cc2ccc(Br)cc2)S(=O)(=O)c2ccc3ccccc3c2)cc1	5	0	0.1	0.5
Cn1cnnc1SCc1ccccc1Br	-1	-5	-1.2	-0.2
COC(=O)c1cc2ccccc2n1S(C)(=O)=O	0	11	0.6	0.0
COC(=O)c1c(NC(=O)c2ccco2)sc2c1CCC2	-1	-12	-0.9	0.0
CC(C)(C)c1ccc(C(=O)NCCn2c(N)c(C#N)c3nc4ccccc4nc32)cc1	3	0	1.3	0.1
CCC(C)(O)c1cn(Cc2ccccc2)nn1 (configuration not stated)	1	11	-2.2	0.0
S=c1nc2ccccc2c2nc(CCc3c[nH]c4ccccc34)[nH]n12	-14	2	-0.8	-0.4
Cn1cc(SCC(=O)N2CCCCCC2)c2ccccc21	nt	-15	0.8	nt
Cc1ccc(N2CCN(C(=O)CCc3nc4ccccc4[nH]3)CC2)c(C)c1	2	6	0.3	-0.1
O=C(Oc1ccccc1N1C(=O)C2CC=CCC2C1=O)c1ccccc1 (configuration not stated)	4	10	-0.6	0.1
Cc1ccc(C2C(C#N)=C(N)N(c3cccnc3)C3=C2C(=O)CCC3)c(C)c1 (configuration not stated)	-1	15	-0.3	0.0
Cc1n[nH]c(C)c1S(=O)(=O)N1CCCC(CCC(=O)N(C)CCc2ccccn2)C1 (configuration not stated)	7	4	1.3	0.0
N#Cc1cc2c(nc1SCC(=O)Nc1cccc(C(F)(F)F)c1)CCCCC2	-2	9	0.6	0.0
COc1ccc(-c2nc3s/c(=C\c4ccccc4OC)c(=O)n3n2)cc1	6	8	1.5	0.1
NC(=O)/C(=C\c1cccc([N+](=O)[O-])c1)NC(=O)c1ccc(Br)o1	-7	-2	0.3	-0.1
CCC(=O)C1=C(c2ccc(OC)cc2)N(C(=O)CC)n2c(C)nnc2S1	7	19	0.6	0.0
Cc1cc(C(=O)N/N=C\c2ccc(Cl)cc2)c(C)o1	-50	-7	-4.1	-0.3
COc1ccc(/C=C(\C#N)C(=O)Nc2ccc(N(C)C)cc2)cc1	-6	0	1.0	0.1
COc1ccc(-n2c(=S)[nH]c3cc(C(=O)NCCCN4CCCC4=O)ccc3c2=O)c(OC)c1	2	15	0.9	0.2
O=C(Nc1ccc(-c2cn[nH]c2)c(F)c1)C1COc2ccccc2O1 (configuration not stated)	-24	7	0.6	0.2
Cc1cc(C)nc(N/N=C/c2cc(C)n(-c3ccc(Cl)cc3)c2C)n1	-7	7	0.6	-0.3
O=C(Nc1cccc(C(=O)O)c1)/C(=C\c1ccccc1)NC(=O)c1ccccc1Cl	-3	-4	0.2	-0.3
CCc1cccc(NC(=O)Cn2ncc3c(=O)oc4ccccc4c32)c1	13	1	-1.1	0.7
COc1ccc(-n2nnnc2SCC(=O)N(C(C)C)C(C)C)cc1OC	14	5	-0.9	0.2
O=C(NCC1CCCN(Cc2ccc(-c3ccccc3Cl)o2)C1)c1cccnc1 (configuration not stated)	9	-4	0.6	-0.2
CCN(CC)S(=O)(=O)c1cccc(NC(=O)/C(C#N)=C/c2ccc(OC(F)F)cc2)c1	0	3	-0.5	-0.1
COC(=O)c1ccc(NC(=S)NC2CC2)cc1	3&0	-8&-3	0.0&0.4	-0.5&-0.1
O=C(COc1ccc(Br)cc1)Nc1ccc([N+](=O)[O-])cn1	-18	4	-0.1	-0.1
CSc1cccc(NC(=O)C2C3C=CC4(O3)C2C(=O)N(Cc2ccccc2Cl)C4C(=O)NC2CCCCC2)c1 (configuration not stated)	-14	6	0.6	0.5
O=C(Nc1c2c(nn1-c1ccc([N+](=O)[O-])cc1)CSC2)c1cccc(C(F)(F)F)c1	31	7	0.7	-0.1
COc1cccc2cc(C(=O)NNC(=O)c3ccc(C)cc3)c(=O)oc12	-4	8	-0.5	0.1
COc1ccccc1OC(=O)c1cc([N+](=O)[O-])ccc1Cl	-3	-10	0.0	-0.1
CCOC(=O)c1c(NC(=O)CC2SC(=NC)N(C)C2=O)sc2c1CCCC2 (configuration not stated)	-5	0	-0.6	0.2
NC(=O)c1ccc[n+](CC(=O)c2ccc(Cl)cc2)c1	17	11	-2.3	0.3

Reformatted comma-delimited: entries from further up
SMILES,TEAD-YAP block,MITF primary,GPR151 ag,FBW7 activator
CSc1cccc(NC(=O)C2C3C=CC4(O3)C2C(=O)N(Cc2ccccc2Cl)C4C(=O)NC2CCCCC2)c1 (configuration not stated),-14,6,0.6,0.5
CCOC(=O)c1c(NC(=O)c2ccc(S(=O)(=O)N3CCCCCC3)cc2)sc(C)c1C,-7,-13,1.1,0.0
COc1ccc(-c2nc3s/c(=C\c4ccccc4OC)c(=O)n3n2)cc1,6,8,1.5,0.1
CC(C)(C)c1ccc(OCC(=O)Nc2ncccn2)cc1,-66,-12,0.2,0.1
O=C(CC1C(=O)NCCN1CC(c1ccccc1)c1ccccc1)NC1CCC(O)CC1 (configuration not stated),2,12,5.3*,0.0
CCNC(=O)C1CC(=O)N(c2ccc(CC)cc2)C1 (configuration not stated),3,-3,-2.0,0.4

(further entries)
SMILES	TEAD-YAP block	MITF primary	GPR151 ag	FBW7 activator
CCOc1ccc(NC(=O)N2CCC(N(C)CCC(C)C)CC2)cc1	-7	-4	-0.1	-0.3
COc1cccc(CNC(=O)Nc2ccc(-c3cn[nH]c3)cc2OCc2cn[nH]c2)c1	-7	8	0.7	0.2
C=CCN1C(=O)S/C(=C/c2cc(Br)c(O)c(OCC)c2)C1=O	-1	17	-0.5	-0.1
Cc1ccc(Cl)cc1NC(=O)COc1ccc(N2CC(C(N)=O)CC2=O)cc1 (configuration not stated)	1	4	1.0	0.2
COc1ccc(-c2nnc(NC(=O)c3csc(C)c3)s2)cc1	-5	-12	-0.7	-0.2
COCCn1nnnc1C(c1ccccc1Cl)N1CCN(c2ccc(OC)cc2)CC1 (configuration not stated)	-1	2	-0.6	-0.1
O=C(NCCn1nc(-c2cccs2)oc1=O)C1(c2ccccc2)CC1	-5	-4	3.3	-0.1
Cc1nn(C)cc1CNC(=O)c1cccc2ccccc12	-5	7	-1.3	0.6
N#Cc1ccc(COc2cccc3cccnc23)cc1	7	6	-1.1	-0.1
Cc1nc(Cl)c(C(=O)NCc2ccccc2)c(C)c1[N+](=O)[O-]	-1	-10	-0.7	0.1
O=C(Nc1ccccn1)Nc1ccccc1Cl	-41	17	-0.6	0.6
CCOC(=O)C(=O)Nc1nnc(-c2ccccc2Cl)s1	4	1	0.1	-0.1
CC1CN(CCCCOc2cccc(Cl)c2)CC(C)O1 (configuration not stated)	-8	30	-0.2	-0.2
COc1ccc(Cl)cc1NC(=O)NNC(=O)c1cc2sccc2[nH]1	-9	-2	1.7	0.0
CCN(CC)C(=S)Nc1ccc2nsnc2c1	3	0	-0.3	0.1
CC(C)C(=O)NCC1CN(c2ccc(Cl)cc2)C(=O)O1 (configuration not stated)	-12	-3	1.2	0.1
N#Cc1cccc(S(=O)(=O)NCCN2CCOCC2)c1	4	-8	-0.2	-0.1
CCOC(=O)Nc1ccc(NC(=O)COc2ccc3ccccc3c2)cc1	-4	-3	3.0	-0.1
CCCCCCC(=O)Nc1ncc(Cc2ccc(F)cc2)s1	10	3	-0.7	-0.1
CC(OC(=O)CN1C(=O)c2cccc([N+](=O)[O-])c2C1=O)C(=O)N1CCc2ccccc21 (configuration not stated)	-3	13	0.5	0.0
COc1cccc(-c2cc(C(=O)N(C)Cc3ccccc3)no2)c1	-16	2	-0.5	0.0
